# Compound activity deposited in PubChem by National Center for Advancing Translational Sciences (NCATS).
# GALK inh: blocks human galactokinase activity | Purified GALK, Kinase-Glo residual ATP luminescence | Potency, µM (doses to about 57.5 µM), inactives show top-dose activity change, negative = inhibition, hits mostly inhibitors | actives 0.007% (n = 270,000) | P51570 | AID 1868; further: potency means the concentration at half of the fitted maximal effect; on the % scale 0 is the no-effect control and ±100 the full control effect
#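 5 nM enzyme, 35 uM ATP, 100 uM galactose, 20 mM HEPES pH8.0, 5 mM MgCl2; 1 h RT; residual ATP by Kinase-Glo Plus luminescence, qHTS format.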
# PKM2 act: activators of human pyruvate kinase M2. Potency, µM (top dose mostly 57.5 µM), for the others: top-dose activation, usual class: activators. P14618. purified PKM2, Kinase-Glo ATP luminescence, activation; response scale: 0% is enzyme alone, no compound. actives 0.34% (n = 260,000); further: potency means the concentration at half of the fitted maximal effect; on the % scale 0 is the no-effect control and ±100 the full control effect; nearly all actives have a fitted effect of over 55% in size
#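 Kinase-Glo luminescence reports ATP generated from ADP (0.1 mM) and PEP (0.5 mM) by purified hPK-M2 after 1 h at room temperature, pH 7.2 imidazole buffer; intermediate enzyme activity allows detecting inhibitors and activators.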
# KCNH2 3.1 block: inhibitors of human KCNH2 3.1 potassium channel isoform. U2OS KCNH2 3.1, thallium flux FluxOr; hits give low values. activity change, % (tested at about 1.8 µM). actives 0.95% (n = 340,000). AID 720553;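 active means maximum activity change below -70%; inconclusive means maximum activity change from -70% to -50%; inactive means maximum activity change above -50%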;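 further: thallium influx rate constant from kinetic fluorescence after stimulation buffer; on the % scale 0 is the no-effect control and ±100 the full control effect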
#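 Virally transduced U2OS (3.1 isoform, 4 h infection in dark at RT) → overnight 37 C → FluxOr + Red40 in HBSS/HEPES, 45 min → stimulation buffer, 2 min kinetic read → rate constant vs DMSO controls.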
# Giardia killer: kills Giardia lamblia; Giardia lamblia trophozoite viability; activity change, % at 7.66 µM, hits read low; actives 0.15% (n = 340,000); in the data active means activity change below about -80%; inconclusive means between about -30% and that limit;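 further: parasites exposed to compound for two days anaerobically before the ATP read; on the % scale 0 is the no-effect control and ±100 the full control effect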
#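 Trophozoite viability was measured as ATP-dependent luminescence, read 15-30 min after reagent addition. Before that, parasites at 100 cells/well were exposed to compounds for 48 h, anaerobically, at 37 deg C.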
# Menin MLL FP TR: displaces Texas Red mutant MLL peptide from human menin. O00255. Menin + Texas Red MLL mutant peptide, fluorescence polarization. Potency, µM (series often up to 61.6 µM), for the others: at the highest dose FP activity change, negative = inhibition, most hits filed as inhibitors. actives 0.23% (n = 270,000). AID 1768; active means well fitted inhibition curve with a large enough effect in the polarisation, with a control signal flat, not every such curve was filed as active; inconclusive means small, poorly fitted or top-dose-only effect, or effect the other way, or a change in a side signal; inactive means no such curve, though single readings can be large or run the other way; the % refers to the polarisation; further: potency means the concentration at half of the fitted maximal effect; % of control where 0% means no effect; many of its hits are not listed in these tables
# FBPA coupling cs: inhibits coupling enzyme system, counter-screen for aldolase hits; coupling enzyme system counterscreen, AmpLite Red fluorescence; activity change, negative = inhibition, % at 58.2 µM, hits read low; actives 0.67% (n = 290,000); in the data active means activity change below about -30%; further: on the % scale 0 is the no-effect control and ±100 the full control effect
#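 Coupling enzymes only (glyceraldehyde-3-phosphate) + compound, at 57.5 uM final, 10 min RT; add substrate/coupling/AmpLite Red mix, 20 min RT; fluorescence ex 525/em 598 nm. Actives flag coupling-system interference.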
# KCNH2 WT inh: inhibitors of human wildtype KCNH2 potassium channel | actives 0.37% (n = 340,000) | activity change, % at 1.84 µM | Q12809 | U2OS, BacMam KCNH2, thallium flux FluxOr; hits give low values;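 active means maximum activity change below -70%; inconclusive means maximum activity change between -70% and -50%; inactive means maximum activity change above -50%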; further: on the % scale 0 is the no-effect control and ±100 the full control effect
#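 U2OS cells transduced with wild-type KCNH2 virus are loaded with FluxOr dye for 45 min, and thallium flux is measured in kinetic reads before and after stimulation buffer. Rate constants are normalized to DMSO controls.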
# B2AR arrestin: agonists driving beta-arrestin recruitment to human beta2-adrenergic receptor. actives 0.02% (n = 330,000). AID 492947. beta-arrestin recruitment to beta2AR, cell-based reporter. P07550. Potency, µM (titrated, usually from 46.1 µM), for inactives: at the top dose activation, hits mostly activators;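 further: potency means the concentration at half of the fitted maximal effect; 0% = DMSO controls and full agonism = EC100 isoproterenol or metaproterenol; nearly all actives have a fitted effect of over 65% in size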
# Target sequence (P07550 whole entry, looked up): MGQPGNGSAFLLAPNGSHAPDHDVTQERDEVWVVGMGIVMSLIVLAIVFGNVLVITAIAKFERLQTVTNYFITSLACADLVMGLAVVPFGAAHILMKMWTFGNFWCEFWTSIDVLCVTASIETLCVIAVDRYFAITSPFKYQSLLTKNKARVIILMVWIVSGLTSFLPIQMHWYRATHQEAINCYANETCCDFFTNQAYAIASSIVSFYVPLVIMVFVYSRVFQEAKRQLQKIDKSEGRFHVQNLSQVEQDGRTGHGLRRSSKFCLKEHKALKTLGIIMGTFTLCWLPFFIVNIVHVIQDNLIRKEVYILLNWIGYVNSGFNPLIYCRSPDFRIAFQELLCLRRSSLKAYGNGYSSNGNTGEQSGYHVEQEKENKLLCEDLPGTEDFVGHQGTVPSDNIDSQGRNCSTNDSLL
# USP2a block: inhibitors of human ubiquitin-specific protease USP2a; O75604; USP2 core, Ub-CHOP2 coupled fluorogenic reporter, 485/531; Potency, µM (highest dose often 38.3 µM), for the others: at the highest dose activity change, negative = inhibition, actives largely listed as inhibitors; actives 0.01% (n = 330,000); AID 463254;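 further: potency means the concentration at half of the fitted maximal effect; plate controls were DMSO wells for no effect and full inhibition by NEM control for full effect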
# Target sequence (O75604 whole entry, looked up): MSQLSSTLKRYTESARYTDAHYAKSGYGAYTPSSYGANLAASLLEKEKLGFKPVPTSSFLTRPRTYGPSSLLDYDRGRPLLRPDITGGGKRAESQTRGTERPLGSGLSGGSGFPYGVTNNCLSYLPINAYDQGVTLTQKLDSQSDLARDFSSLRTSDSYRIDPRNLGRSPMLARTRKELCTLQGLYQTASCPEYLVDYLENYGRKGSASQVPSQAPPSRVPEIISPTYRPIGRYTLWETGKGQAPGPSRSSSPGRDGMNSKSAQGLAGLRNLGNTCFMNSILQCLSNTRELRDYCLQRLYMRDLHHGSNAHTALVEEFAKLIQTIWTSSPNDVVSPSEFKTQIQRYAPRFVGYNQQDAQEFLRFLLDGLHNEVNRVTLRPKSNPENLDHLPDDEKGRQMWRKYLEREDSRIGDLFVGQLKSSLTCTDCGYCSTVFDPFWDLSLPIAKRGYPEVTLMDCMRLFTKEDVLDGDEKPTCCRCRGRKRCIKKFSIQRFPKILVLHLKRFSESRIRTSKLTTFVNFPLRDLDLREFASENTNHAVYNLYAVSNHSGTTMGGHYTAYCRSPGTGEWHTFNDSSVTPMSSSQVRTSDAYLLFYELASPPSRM
#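 USP2 core (10nM final) preincubated 30min RT with compound in 20mM Tris-HCl pH 8.0, 2mM CaCl2, 2mM beta-mercaptoethanol, 0.05% CHAPS; 25nM Ub-CHOP2 plus 25nM reporter substrate added, fluorescence (Ex485/Em531) read after 60min.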
# TRPV1 ag: activates the human vanilloid receptor TRPV1; activation, % at 8.33 µM; actives 0.19% (n = 320,000); TRPV1-expressing cells, Fluo-8 calcium influx, agonist mode; in the data active means activation above about 80%; inconclusive means between about 30% and that limit; further: 0% is about no effect
#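 Fluo-8 calcium influx in TRPV1-expressing cells, kinetic read (ex 480/em 520 nm). Compound added and read 3 min for agonist activity, followed by capsaicin at EC20 final and 2 min further read for enhancement.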
# CXXC DNA block: inhibitors of human MLL CXXC domain-DNA interaction; Q03164; MLL-CXXC / FITC-HOXA9 DNA fluorescence polarization; Potency, µM (doses to about 115 µM), for inactives: top-dose activity change, negative = inhibition, usual class: inhibitors; actives 0.037% (n = 290,000); AID 2662; active means well fitted inhibition curve with a large enough effect in the polarisation, with a control signal flat, not every such curve was filed as active; inconclusive means small, poorly fitted or top-dose-only effect, or effect the other way, or a change in a side signal; inactive means no such curve, though single readings can be large or run the other way; the % refers to the polarisation; further: potency means the concentration at half of the fitted maximal effect
#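 Steps: dispense CXXC domain solution (7 uM) → pin compounds or unlabeled HOX-A9 DNA control → 5 min ambient → add FLSN-HOX-A9 solution (50 nM) → spin → 30 min ambient → fluorescence polarization. Tris pH 7.5/NaCl/DTT/BSA buffer.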
# * = called active by the depositor; i = inactive; ? = inconclusive; . = not tested or not shown; [ ] = another dose, or the depositor's remark. Unless noted, the call rests on the fitted dose curve; in most records, active means well fitted curve in the direction sought with a large enough effect; inconclusive means small, poorly fitted or top-dose-only effect, or another doubt; inactive means no such curve, though single readings can be large; an effect the other way counts as inactive or inconclusive. An excerpt; rates above refer to the full screens.
SMILES,GALK inh,PKM2 act,KCNH2 3.1 block,Giardia killer,Menin MLL FP TR,FBPA coupling cs,KCNH2 WT inh,B2AR arrestin,USP2a block,TRPV1 ag,CXXC DNA block
CS(=O)(=O)N1CCN(c2ccccc2NC(=O)c2ccc(-c3ccc(Cl)cc3Cl)o2)CC1,1%,-8%,-15,4,-5%,5,0,-0.1%,0%,5,28%
O=C(c1cc(Cl)ccc1O)N1CCN(S(=O)(=O)Cc2ccccc2)CC1,.,.,10,6,.,.,11,-0.9%,5%,.,.
CC1=CC2(C#N)C3(N=C(N)C2(C#N)C(c2ccccc2)N1)OCCO3 (stereo not given),3%,-4%,-3,25,13%,2,1,-0.1%,-2%,-1,-5%
CN(C)c1cc(-c2ccc(Cl)cc2)oc(=O)c1Cl,1%,2%,-2,2,.,0,7,-0.2%,3%,?,0%
O=C1OC(=O)c2cc([N+](=O)[O-])ccc21,.,.,-13,19,.,.,-3,0.3%,0%,0,.
Cc1ccc2cc(CN(Cc3ccc(F)cc3)Cc3nnnn3C3CCCC3)c(=O)[nH]c2c1,0%,-10%,-4,2,?,2,-6,-0.1%,0%,3,12%
C=CCn1c(-c2ccccc2)ccc(C#N)c1=O,-2%,-1%,-3,8,25%,0,1,-0.2%,0%,9,2%
Cc1ccc(C(=O)Nc2c(C(=O)N3CCOCC3)cnn2-c2ccccc2)cc1,-1%,-10%,-3,-3,-12%,-1,-5,.,.,-2,3%
CN(c1ccccc1)c1ccc(/C=c2\s/c(=C(/C#N)C(=O)C(C)(C)C)n(Cc3ccco3)c2=O)cc1,2%,-11%,.,.,?,1,.,0.3%,16%,10,?
COc1ccccc1-n1cnc2c(c1=O)c1nc3ccccc3nc1n2-c1ccc(C)c(C)c1,1%,15%,11,6,7%,1,-5,0.2%,-2%,-2,10%
Cc1ccc(Nc2ncc(C(=O)NCCCN3CCN(C)CC3)c3ccccc23)cc1Cl,0%,1%,-35,-5,1%,-5,23,0.1%,4%,1,6%
CC1Cc2ccccc2N1C1=NS(=O)(=O)c2ccccc21 (stereo not given),7%,-5%,-20,0,9%,6,-3,0.4%,2%,2,3%
N/C(=N\NC(=O)c1cccc(F)c1)c1cc2ccccc2oc1=O,1%,-5%,-22,-9,.,-1,-6,4.2%,-4%,.,-6%
COc1cccc(NC(=O)N[C@@H](Cc2ccccc2)C(=O)O)c1,-4%,-2%,1,-15,-4%,-4,4,0.1%,1%,1,2%
CC(C)C(=O)N1CCC(n2nccc2NC(=O)CCOc2ccccc2)CC1,-2%,.,19,-1,.,.,-7,0.4%,3%,-1,10%
Fc1cccc(Nc2nc3ccccc3n3nnnc23)c1,2%,0%,1,-1,7%,1,-2,0.2%,3%,2,45%[activator]
CC(=O)Oc1ccc2c(=O)c(Oc3ccccc3)coc2c1OC(C)=O,1%,-6%,3,-3,-15%,-1,-2,0.3%,-1%,3,22%
O=C(O)Cn1c(=O)c2cccn2c2ccccc21,1%,.,-6,-3,?,1,-3,-0.3%,4%,0,2%
CCN1CCN(C(=O)c2cc3c(-c4ccc(Cl)cc4)nn(C)c3s2)CC1,2%,0%,-3,3,-6%[11.7 µM],0,7,-1.1%,0%,.,-18%
CCN(CC)S(=O)(=O)c1ccc(N2CCN(C)CC2)c(NC(=O)Nc2ccccc2F)c1,1%,0%,14,-2,-4%,1,17,0.1%,-1%,2,6%
Cc1ccc(-c2cc(-c3ccc(F)cc3)n[nH]2)c(O)c1,0%,1%[11.5 µM],3,-9,?,0,-4,0.1%,2%,0,-2%
COc1ccc(NC(=S)N(CCCN2CCN(C)CC2)Cc2cccs2)cc1,1%,-8%,9,-1,-12%,0,17,-0.6%,2%,-2,-5%
CC1CC(=O)Nc2ccccc2N1S(=O)(=O)c1ccc(C#N)cc1 (stereo not given),-2%,15%,2,28,.,4,0,0.0%,-2%,10,1%
CCN(CC)S(=O)(=O)c1ccc(NC(=O)C2CCCN(C(=O)c3ccc(Cl)cc3)C2)cc1 (stereo not given),0%,-3%,-9,-7,-4%,3,-11,0.2%,0%,2,1%
COc1cccc2cc(C(C)N(CCCN3CCOCC3)C(=S)Nc3cc(C)ccc3C)oc12 (stereo not given),-1%,0%,15,-4,9%,0,16,0.3%,4%,10,6%

# The list goes on.
SMILES,GALK inh,PKM2 act,KCNH2 3.1 block,Giardia killer,Menin MLL FP TR,FBPA coupling cs,KCNH2 WT inh,B2AR arrestin,USP2a block,TRPV1 ag,CXXC DNA block
O=C(O)c1cccc(N2CCCCS2(=O)=O)c1,-3%,-5%,6,3,11%,-2,1,0.0%,0%,2,3%
CCC(=O)Nc1ccc(C(=O)OCC(=O)c2ccc(C)c([N+](=O)[O-])c2)cc1,0%,-5%,9,-1,-29%,.,5,-0.3%,-1%,8,32%[activator]
O=C(O/N=C(/c1ccccc1)c1ccncc1)c1ccccc1[N+](=O)[O-],1%,5%,-9,-21,-10%,-1,-8,0.0%,5%,?,-8%
Cc1cc(C)nc(NN2C(=O)C=CC2=O)n1,-3%,.,-2,-17,-29%,4,10,0.3%,1%,-4,-4%
CCOC(=O)c1sc(NC(=O)CSc2nc(C)cc(C)c2C#N)c(C#N)c1C,.,-9%,7,-1,24%,5,-9,0.0%,0%,-1,-7%
CN(C)c1ncc(CN2CCC(C(=O)Nc3ccc(-n4cccn4)cc3)CC2)s1,-3%,-2%,-3,5,4%,1,7,-0.1%,-1%,2,?
COCCn1c(N)c(S(=O)(=O)c2cccs2)c2nc3ccccc3nc21,-4%,3%,6,-2,-28%,-33*,-5,-0.7%,-2%,3,9%
COc1ccc(N(Cc2cc3ccccc3[nH]c2=O)C(=O)C2CCCO2)cc1 (stereo not given),-1%,-2%,-1,-29,-24%,-1,1,-0.3%,-1%,-6,-2%
CCCCCC(=O)NNC(=S)NC(=O)c1ccccc1[N+](=O)[O-],3%,-7%,1,-11,?,1,-8,-0.3%,13%,3,-2%
O=C(CC(C(=O)N1CCc2ccccc21)n1ccnc1)NCc1cccnc1 (stereo not given),1%,-8%,-9,-6,-4%,-1,-9,-0.1%,-2%,-1,-3%
Cc1ccc(-n2c(SCC(=O)Nc3ccc4c(c3)OCO4)nnc2-c2ccoc2C)cc1,0%,2%,-80*,-4,-1%,1,-44,0.4%,-1%,-5,0%
CCCOc1ccc(N2C(=O)CC(N(CCC)C(=O)CCC(=O)O)C2=O)cc1 (stereo not given),2%,2%,0,-22,22%,1,-2,0.2%,2%,1,-4%
CCN(CC)S(=O)(=O)c1ccc(Cl)c(C(=O)Oc2cccc(-c3cnc4ccccc4n3)c2)c1,2%,-7%,-16,-6,14%,-2,-11,.,.,-4,12%
COc1ccc(C(=O)NC(=O)Nc2ncccc2C)cc1,1%,0%,6,16,-1%,1,14,0.3%,7%,-7,3%
COc1cc(NC(=O)c2csc3c2CCCC3)ncn1,1%,-2%,-5,-18,19%,-1,-6,5.5%,-9%,17,-3%
COc1ccc(CC(NC(C)=O)C(=O)NC2CCN(C(=O)c3ccc(OC)c(OC)c3)CC2)cc1OC (stereo not given),4%,0%,0,0,11%,-1,-6,0.0%,2%,1,1%
CC(C)(C)NC(=O)C1CCN(S(=O)(=O)c2cccc(C(F)(F)F)c2)CC1,0%,0%,17,10,-9%,3,5,0.0%,7%,10,3%
Cc1c(/C=C/C(=O)c2ccc(C(C)C)cc2)cnn1C,4%,-3%,35,-2,-2%,-19,-11,0.2%,-1%,?,1%
CC(=O)N1CCc2cc(S(=O)(=O)CCC(=O)NCc3ccc(C)o3)ccc21,1%,.,0,3,13%,0,4,-0.6%,-1%,1,15%
O=C(CSc1ccc(Cl)cc1)Nc1ccc(N2CCN(C(=O)c3ccco3)CC2)cc1,0%,13%,?,10,15%,0,-21,-0.1%,-3%,.,10%
C=CCNc1nc(N)c(C(=C(C#N)C#N)c2ccc(Br)cc2)s1,2%,0%,0,-6,15%,1,-7,-0.3%,1%,-1,32%[activator]
COc1cnc(-c2ccccc2)[nH]c1=O,1%,-1%,.,-16,-5%,0,-10,-0.8%,9%,-1,-2%
CC(NC(=O)/C(C#N)=C/c1ccc(OCC(=O)O)cc1)c1ccccc1 (stereo not given),.,-3%,6,6,12%,1,-12,-0.7%,1%,-1,3%
Cc1nc(CC(=O)Nc2nccs2)cs1,.,.,-9,-6,17%,0,-4,-0.3%,0%,2,10%
COc1ccc(CC(=O)OC(C)CN2CCCCC2)cc1 (stereo not given),-2%,1%,1,-12,-11%,2,i,0.4%,1%,2,-6%
